ADAM10 inh: inhibitors of human ADAM10; O14672; recombinant ADAM10, EDANS/DABCYL FRET peptide cleavage, 3 h; inhibition, % at 7 µM; 370,000 tested, 0.62% active; AID 720582;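 active = inhibition above a per-campaign cutoff equal to the mean of compounds falling between control-based bounds plus 3 SD, cut at about 20% in these data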;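 note: 0% = DMSO wells while the 100% control is not disclosed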
hgDAF12 agonist: hgDAF-12 agonism, primary luciferase screen. HEK293 GAL4-hgDAF12 UAS-luciferase reporter, agonist luminescence; normalized to butyrate control. activation, % at 6.8 µM. 370,000 tested, 1.8% active. AID 687014;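 active = activation above a cutoff set at the mean of all screened compounds plus 3 SD, cut at about 10% in these data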;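 note: 0% = DMSO wells and 100% = sodium butyrate wells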
ssDAF12 agonist: activators of S. stercoralis DAF-12 nuclear receptor | activation, % at 6.8 µM | HEK293 ssDAF-12/GRIP1 lit1-tk-luc reporter, luminescence; % of 3 µM dafachronic acid response | AID 652126 | 370,000 tested, 1% active;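 active = activation above the mean over all tested compounds plus 3 SD, cut at about 0.9% in these data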;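 note: 0% = DMSO-only wells and 100% = 3 µM delta7-dafachronic acid wells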
ADAM17 inh: ADAM17 inhibition, QFRET primary screen | inhibition, % at 6.95 µM | P78536 | recombinant ADAM17, EDANS/DABCYL FRET peptide cleavage | 370,000 tested, 0.83% active;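 active = inhibition above the mean of compounds lying between control limits plus 3 SD, set per campaign, cut at about 8.5% in these data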;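 note: 0% = DMSO-only wells as the low control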
Target sequence (P78536 215-824 limits assumed): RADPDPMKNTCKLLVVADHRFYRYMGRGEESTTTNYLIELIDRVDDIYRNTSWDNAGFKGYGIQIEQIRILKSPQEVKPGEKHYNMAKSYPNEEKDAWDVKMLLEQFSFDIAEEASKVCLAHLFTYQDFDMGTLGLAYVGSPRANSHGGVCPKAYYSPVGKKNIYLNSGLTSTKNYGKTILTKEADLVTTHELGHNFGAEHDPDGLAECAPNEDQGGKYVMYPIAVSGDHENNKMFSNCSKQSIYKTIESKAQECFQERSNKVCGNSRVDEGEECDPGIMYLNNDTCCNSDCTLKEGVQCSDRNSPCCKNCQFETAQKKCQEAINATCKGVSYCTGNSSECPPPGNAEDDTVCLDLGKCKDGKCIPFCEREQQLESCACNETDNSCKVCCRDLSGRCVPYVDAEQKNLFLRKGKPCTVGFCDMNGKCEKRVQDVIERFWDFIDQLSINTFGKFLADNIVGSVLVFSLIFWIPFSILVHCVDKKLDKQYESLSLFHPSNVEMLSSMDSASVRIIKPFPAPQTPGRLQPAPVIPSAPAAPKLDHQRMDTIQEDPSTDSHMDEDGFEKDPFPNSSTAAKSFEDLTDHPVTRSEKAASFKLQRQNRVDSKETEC
GC-A act: GC-A (human) enzyme activation | P16066 | HEK293 GC-A cells, cGMP TR-FRET, EC30 ANP; 0% at EC30 ANP, 100% saturating ANP | activation, % at 10 µM | 370,000 tested, 0.14% active; in the data active = activation above about 40%
DAX1 inh-1: blocks DAX1 repression of SF-1 activated StAR promoter; HEK293T StAR-luciferase reporter, SF-1/DAX-1 repression relief; AID 652010; 370,000 tested, 1.1% active; inhibition, % at 6.8 µM;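 active = inhibition above the mean over all tested compounds plus 3 SD, cut at about 3.6% in these data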;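 note: 0% = DAX-1 cells with DMSO and 100% = cells lacking DAX-1 with DMSO; higher inhibition means more luminescence from relief of DAX-1 repression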
DAX1 inh-2: NR0B1 (DAX1) inhibition; HEK293 Gal4-DAX1 luciferase reporter, luminescence; inhibition, % at 6.75 µM; 340,000 tested, 0.99% active; AID 504766; P51843;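 active = inhibition above the mean over all tested compounds plus 3 SD, cut at about 4.2% in these data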;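 note: 0% = DAX1-transfected cells with DMSO and 100% = empty-vector control cells with DMSO; inhibition shows as a rise in luminescence from relieved DAX1 repression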
Target sequence (P51843 207-470 limits assumed): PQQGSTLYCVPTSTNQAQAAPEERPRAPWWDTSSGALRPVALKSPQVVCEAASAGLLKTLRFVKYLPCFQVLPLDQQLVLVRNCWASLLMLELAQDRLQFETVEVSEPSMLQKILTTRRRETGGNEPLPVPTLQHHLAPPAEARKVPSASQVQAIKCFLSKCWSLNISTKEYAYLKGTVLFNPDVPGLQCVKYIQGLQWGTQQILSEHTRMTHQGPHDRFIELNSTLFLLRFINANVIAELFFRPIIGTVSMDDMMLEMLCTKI
PG9 Ab binder: PG9 antibody binding by small molecule | TR-FRET gp120-PG9 antibody binding | inhibition, % at 6.7 µM | 360,000 tested, 0.43% active; in the data active = inhibition above about 8.5%
hcDAF-12 act: activates DAF-12 receptor from parasite H. contortus; AID 652067; 370,000 tested, 1.4% active; HEK293 hcDAF-12 lit1-tk-luc reporter, luminescence; 0% DMSO, 100% Δ7-dafachronic acid; activation, % at 6.8 µM;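 active = activation above the mean of all tested compounds plus 3 SD, cut at about 5.5% in these data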;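 note: 100% = response to 3 µM Δ7-dafachronic acid high control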
SMARCA2 act: increases SMARCA2 function in MMTV reporter cells | activation, % at 9.1 µM | 370,000 tested, 1% active | MG213 cells, MMTV-luciferase reporter, dexamethasone, overnight; in the data active = activation above about 7.8%;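 note: 0% = vehicle wells and 100% = reference activator wells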
GAA850 FXN act: increases GAA850 frataxin promoter reporter activity | HEK293 lucGAA850 FXN promoter luciferase reporter, 24 h; percent of 10 µM SAHA response | activation, % at 6 µM | 360,000 tested, 0.56% active | AID 540364;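 active = activation above the average of all compounds screened plus 3 SD, cutoff fixed separately per campaign, cut at about 7.5% in these data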;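 note: 0% = DMSO wells and 100% = 10 µM SAHA wells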
* hit, by the source's call; i = inactive; . = no result given.

Value order – ADAM10 inh	hgDAF12 agonist	ssDAF12 agonist	ADAM17 inh	GC-A act	DAX1 inh-1	DAX1 inh-2	PG9 Ab binder	hcDAF-12 act	SMARCA2 act	GAA850 FXN act
- Cc1ccc(NC(=O)c2ccc(C(C)(C)C)cc2)cc1-n1cnnn1
    -2	2.8	-1.9	0	-4	-0.6	-3.0	0.0	-3.4	-2	0.4
- CC(C)(C)OC(=O)NCc1ccc(CNC(=O)c2nc[nH]c2C(=O)N2CCN(c3ccccc3)CC2)cc1
    18	-2.1	-0.8	0	0	-1.0	-0.4	-0.7	-1.6	1	1.0
- C/C=C/C(=O)Nc1cccc(C2=NOC3(C2)C[C@H](C(N)=O)N(C(=O)/C=C/C)C3)c1 (stereo not given in full)
    1	-0.2	-0.8	-3	-1	0.1	0.9	1.2	-0.6	1	-0.6
- COc1ccc(/C=C/c2cc(C(F)(F)F)[nH]c(=O)n2)cc1OC
    -203	-1.6	0.2	-70	0	-1.6	.	-5.6	-2.4	-2	5.9
- CCn1c(NCc2ccccn2)nc2ccccc21
    -8	4.1	-0.3	0	0	0.8	1.8	-0.9	-1.8	-1	0.7
- COc1cc(NC(=O)Cn2c(C)cc3ccccc3c2=O)cc(OC)c1OC
    -13	-1.2	-1.0	-4	3	-0.1	-0.7	-0.5	-2.2	-1	-1.5
- C#Cc1cccc(Nc2nc(NCCOC)nc3ccsc23)c1
    -18	-5.7	-2.1	-5	35	-4.5	.	1.5	-2.7	0	1.5
- CN1CCN(C(=O)c2cc3c(s2)-c2ccccc2S(=O)(=O)C3)CC1
    -16	-1.2	-0.6	-4	-2	0.7	1.2	-0.5	-0.5	4	2.0
- O=c1c2ccccc2nc(/C=C/c2cccnc2)n1Cc1ccccc1
    -1	1.6	-1.6	1	7	-2.2	1.2	-2.2	-3.5	-6	2.8
- COc1ccc([N+](=O)[O-])cc1NC(=S)NC(NC(=O)C(c1ccccc1)c1ccccc1)C(Cl)(Cl)Cl (stereo not given)
    32*	-3.7	-1.9	19*	1	-0.8	-1.3	1.2	-1.4	-8	-6.3
- CCOC(=O)C1CCCN(C(=O)CCC(=O)Nc2ccc3nc(N4CCOCC4)cc(C)c3c2)C1 (stereo not given)
    i	2.9	-1.4	-285	4	0.2	0.3	1.8	0.8	-4	4.1
- COc1ccc(C(O)c2ncc(-c3cccc(OC)c3)[nH]2)cc1 (stereo not given)
    -10	0.5	-1.1	-6	3	-0.6	.	1.0	0.6	-2	0.3
- N=c1c2c(-c3ccccc3)c(-c3ccccc3)n(CCc3ccccc3)c2ncn1C1CCC(O)CC1 (stereo not given)
    -9	-5.4	-1.2	-4	-30	-2.1	.	.	-0.4	2	.
- Cc1ccc(C)c2nc3sc(C(=O)N4CCCc5ccccc54)c(N)c3cc12
    -8	1.6	-0.7	-7	0	-0.6	2.4	-1.8	0.6	-1	0.7
- Cc1ccc(C(=O)OCC(=O)NCc2cccc(Cl)c2)cc1S(=O)(=O)N1CCCCC1
    7	-0.9	-1.3	4	-5	-1.8	-2.0	-2.1	-0.7	0	0.8
- CN(C)C(=O)c1ccc(NC(=O)COC(=O)C2CCN(S(=O)(=O)c3ccc4c(c3)OCCO4)CC2)cc1
    -5	-0.3	-0.7	-4	2	-0.1	-0.3	0.9	-0.2	-2	1.4
- O=C(COc1ccccc1)N1CCN=C1SCc1cccc(F)c1
    -1	1.2	-1.4	-5	-1	0.1	0.5	-0.3	-0.4	-2	3.7
- CC1CC(C)CN(c2ncnc3c2cnn3-c2ccc(Cl)cc2)C1 (stereo not given)
    -4	-7.1	-1.9	-2	5	-2.7	1.1	-0.4	-2.2	-4	-7.2
- CCCc1nc2oc3cc(OC)ccc3c(=O)c2c(=O)n1Cc1ccco1
    0	-1.3	-0.9	-2	-2	0.2	3.5	-0.8	0.5	0	-0.1
- O=C(Nc1nnc(C2COc3ccccc3O2)o1)c1ccc(F)cc1 (stereo not given)
    9	-1.4	-1.5	8	5	-1.4	0.4	-0.2	-1.8	-3	-0.1
- Oc1ccc(Cl)cc1CNc1ccccn1
    2	2.1	-0.6	-2	-20	0.4	-0.5	-1.9	1.8	0	1.2
- COc1ccc2c(C)cc(SCC(=O)NC3CCCCC3)nc2c1
    -23	-1.4	0.8	3	-2	-0.1	1.8	1.7	1.1	-4	0.3
- Nc1c(-c2cccs2)cnc2c(-c3ccc(F)cc3)cnn12
    -92	16*	1.0*	-34	-53	2.5	2.0	-1.9	9.0*	4	6.0
- COc1ccc(Cl)cc1C(=O)NNC(=O)CN1C(=O)C2CC=CCC2C1=O (stereo not given)
    3	-0.4	0.3	2	1	0.4	1.0	1.1	0.2	3	-1.3
- NC(=O)c1ccc(SCC(=O)OCC(=O)NCc2cccs2)c([N+](=O)[O-])c1
    3	-3.5	-0.6	3	-2	0.5	-0.7	-0.5	1.1	-3	0.1
- CCOC(=O)c1c(CN(CC)CC)oc2ccc(OC)cc12
    -21	2.0	-1.2	-9	4	0.3	0.2	0.7	-2.1	0	1.9
- Cc1cc(C(=O)NNC2CC(=O)N(c3ccc4ccccc4c3)C2=O)c(C)o1 (stereo not given)
    10	2.5	-1.0	0	-3	0.7	0.6	-0.8	-0.4	-2	-1.4
- COc1ccc(NC(=O)CSc2ccc(NC(C)=O)cc2)cc1S(=O)(=O)N1CCOCC1
    1	-1.5	-1.2	-4	-5	0.4	1.3	3.0	-1.7	-7	1.2
- O=C(NCCc1ccccc1)c1ccc2c(c1)N(Cc1ccccc1)C(=O)CS2=O (stereo not given)
    0	0.9	-1.2	4	0	0.6	2.4	-1.3	0.3	3	0.2
- COc1cccc(/C=N/n2nnnc2N)c1O
    -3	4.7	-1.6	-3	1	1.1	-0.3	-1.3	-1.4	3	0.2
- CC(=O)Nc1nc(SCC(=O)Nc2nnc(C)s2)[nH]c(=O)c1NC(=O)c1cccs1
    2	0.8	-0.5	1	1	-0.4	0.4	-2.7	0.7	0	1.4
- CC1(C)CC(=O)c2cc(C(=O)Nn3cnnc3)c(=O)n(-c3ccccc3)c2C1
    -64	0.1	-0.7	-23	-6	0.0	0.1	-1.2	-0.4	0	1.9
- CCOC(=O)c1cc(-c2ccccc2)nn1CCC#N
    -3	3.3	-1.8	-3	8	1.3	0.0	0.3	-1.7	-5	2.8
- COC(=O)Cn1c2ccc(Cl)cc2c2nc(C)sc21
    1	-2.8	-1.5	-5	-2	-0.3	0.8	2.3	-1.4	-3	-0.6
- COc1ccc(-c2cc(C(F)(F)F)nc(N3CCOCC3)n2)cc1OC
    -10	-1.0	-1.3	2	0	-0.7	3.0	-1.7	-1.6	3	2.7
- CCc1nnc(NS(=O)(=O)c2ccc(Nc3ccc4nonc4c3[N+](=O)[O-])cc2)s1
    -5	0.0	0.0	2	3	0.4	-0.3	-0.8	-0.3	2	1.1
- O=C(CC(CC(=O)c1ccccc1)c1ccncc1)c1ccccc1
    -14	-1.5	-1.3	-4	-1	-0.5	-0.2	0.7	-1.1	-3	2.0
- Cc1c(Cl)cnc(NC(=O)COC(=O)/C=C/c2ccco2)c1Cl
    -17	-0.1	-0.7	-9	1	-0.2	-0.2	0.3	1.4	0	4.4
- COc1cc(C(=O)N2CCN(S(=O)(=O)c3ccc(C)cc3)CC2)ccc1OCC(=O)N1CCOCC1
    -3	4.0	-0.5	0	1	-1.2	0.7	-0.5	-0.7	1	-0.2
- COc1ccccc1CNC(=O)c1ccc(-c2ccccc2C(F)(F)F)o1
    5	-1.7	-1.6	1	-2	-0.4	-0.4	1.0	-1.9	1	2.7
- O=Cc1cn(CC(=O)N2CCCCCC2)c2ccccc12
    13	0.0	-1.2	-2	-5	0.8	1.0	-2.1	1.5	-3	4.2
- O=C(NCCC1=CCCCC1)c1cc(S(=O)(=O)N2CCOCC2)ccc1F
    -1	-0.8	-0.9	-3	2	-1.6	-1.4	-0.3	-0.2	-1	2.7
- CCN(Cc1ccccc1)C(=O)Cn1c(=O)n(CCC(=O)N2CCCCC2)c(=O)c2sccc21
    2	-0.6	-0.8	-5	6	-0.9	0.1	0.0	-2.2	-1	-0.1
- CN(CCCNC(=O)CCC(=O)N1CCOc2ccccc21)Cc1ccccc1
    -1	-4.3	-1.1	0	-9	1.1	-0.3	-2.9	0.1	-2	-2.5
- O=c1nc(-c2ccccc2)c(-c2ccccc2)n[nH]1
    -6	-2.1	-1.0	-3	-6	-0.3	0.2	-2.9	-1.2	1	2.1
- CC(=O)Nc1cc2ccccc2oc1=O
    -38	2.2	-1.7	-6	3	0.0	1.1	-2.5	0.1	1	1.3
- CCn1cc(Br)c(-c2nc3ccccc3c(=O)n2N)n1
    -3	7.0	0.8	-3	-2	0.9	1.8	-0.7	2.4	-1	2.6
- O=C1c2ccccc2S(=O)(=O)c2cc(C(=O)N3CCC(O)CC3)ccc21
    2	-1.3	-0.9	-4	3	0.1	2.2	-1.8	-1.1	1	2.0
- COc1ccc(-n2c(=S)[nH]c3cc(C(=O)NCc4ccccc4)ccc3c2=O)c(OC)c1
    24*	-0.3	-0.8	9.0*	2	-0.1	-1.2	1.2	-0.1	-5	-2.8
- CCOc1ccc(-c2nnn(CC(=O)NCc3ccc(OC)cc3)n2)cc1OCC
    5	-3.8	-1.6	-2	1	0.7	0.3	0.7	-2.5	1	-0.7

Going on with the list:
Value order – ADAM10 inh	hgDAF12 agonist	ssDAF12 agonist	ADAM17 inh	GC-A act	DAX1 inh-1	DAX1 inh-2	PG9 Ab binder	hcDAF-12 act	SMARCA2 act	GAA850 FXN act
- Cc1cc(=O)[nH]c(N/N=C/c2sccc2C)n1
    5	4.3	-0.4	-3	-4	0.6	-0.2	-6.5	4.2	5	4.1
- Cc1cc(=O)oc2cc(OCC(=O)Nc3c(C)n(C)n(-c4ccccc4)c3=O)c(Cl)cc12
    -441	-0.8	-0.3	-145	5	-0.1	-1.4	-1.8	0.1	-2	0.5
- COc1cc(NC(=O)COc2ccc(-n3cnnn3)cc2)cc(OC)c1OC
    -4	-3.1	-1.3	-5	3	-1.4	1.2	0.1	-1.1	-1	0.2
- Cc1cccc(C)c1NC(=S)Nc1c(C)n(C)n(-c2ccccc2)c1=O
    3	-1.6	-1.5	-2	0	-0.1	0.9	-1.1	-0.2	-3	2.3
- CCOC(=O)c1sc(SC)nc1N
    -7	0.9	0.0	0	1	0.2	0.1	-0.7	0.4	0	2.1
- COc1ccc(C2C(C(=O)c3ccccc3)=C(C)Nc3nc4ccccc4n32)c(OC)c1 (stereo not given)
    6	-11	-2.3	-2	-18	-4.1	-0.2	-0.5	-3.9	-4	-6.9
- CCOC(=O)c1cc2sc(C)cc2n1CCCN1C(=O)c2ccccc2C1=O
    3	-0.4	-0.7	-6	-9	0.5	-0.2	-1.8	-1.2	-3	-0.8
- CC(=O)c1cccc(NC(=O)N2CCCC2C(=O)NC2CCCCC2)c1 (stereo not given)
    2	-0.3	-0.7	-4	5	-0.6	-0.4	0.5	-1.7	-1	-0.2

Screening data (PubChem)
